# TSHR antag: blocks TSH signaling through the human TSH receptor | 330,000 compounds, 0.2% hits | activity change, negative = inhibition, % at 11.5 µM | P16473 | AID 504810 | TSHR-expressing cells, TSH-stimulated cAMP HTRF, 2 h; active compounds read low;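 active means activity change below a set negative limit, meaning inhibition stronger than a set level, cut at about -70% in these data; inconclusive means activity change between two set negative limits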; further: on the % scale 0 is the no-effect control and ±100 the full control effect
#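 Freshly harvested TSHR cells receive pin-tooled compound, then EC80 TSH at 4nM final. After 2 hours at 37 deg C, antibody in lysis buffer and cAMP-d2 are added; 30 minutes at ambient temperature precede the HTRF read.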
# A-T KAP1 phos: potential ataxia-telangiectasia treatments restoring KAP-1 phosphorylation | […] A-T fibroblasts, KAP-1 phosphorylation AlphaLISA; neocarzinostatin DNA damage 30 min before lysis | 320,000 compounds, 0.19% hits | Potency, µM (series often up to 57.5 µM), without a hit: at the top dose activation, most hits filed as activators; further: potency means the concentration at half of the fitted maximal effect; % of control where 0% means no effect; nearly all actives have a fitted effect of over 45% in size
#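 ATM-like activity read as KAP-1 phosphorylation via AlphaLISA donor/acceptor antibody pairs after lysis and 6 hr at 25C. Cells were ATM-null patient fibroblasts ([…], hTERT), dosed 60 min, then exposed to the DSB inducer NCS for 30 min.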
# Chronic BCR inh: blocks chronic active B-cell receptor signaling; ABC-DLBCL IkBa-CBG/CBR reporter, luminescence ratio, 4 h; Potency, µM (highest dose often 46.1 µM), inactives show top-dose ratio change, negative = lower green/red ratio, hits mostly inhibitors; 340,000 compounds, 0.05% hits; active means well fitted inhibition curve with a large enough effect in the signal ratio, with a control signal flat, not every such curve was filed as active; inconclusive means small, poorly fitted or top-dose-only effect, or effect the other way, or a change in a side signal; the % refers to the signal ratio;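 further: potency means the concentration at half of the fitted maximal effect; plate controls were basal doxycycline-induced cells for no effect and cells given 10 µM MG132 for full effect; MG132 reads +100%, hits lower the ratio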
#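 Compounds up to 46 uM were incubated four hours with TMD8 cells whose green CBG68 luciferase is fused to IkappaBalpha; red CBR luminescence normalised the signal, and concentration-effect curves were fitted to fusion, red and ratio data.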
# GALK inhibitor: inhibitors of human galactokinase; 270,000 compounds, 0.007% hits; Purified GALK, Kinase-Glo residual ATP luminescence; Potency, µM (titrated, usually from 57.5 µM), for the others: at the top dose activity change, negative = inhibition, most hits filed as inhibitors; P51570; AID 1868; further: potency means the concentration at half of the fitted maximal effect; on the % scale 0 is the no-effect control and ±100 the full control effect
#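 The enzyme phosphorylates galactose (100 uM) using ATP (35 uM); inhibition is detected as higher residual ATP, quantified by bioluminescence after 1 h reaction at room temperature, pH 8.0.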
# Tb PFK inh: inhibitors of T. brucei phosphofructokinase | O15648 | AID 485367 | 330,000 compounds, 0.17% hits | T. brucei PFK, ADP-Glo luminescence | Potency, µM (top dose mostly 57.5 µM), inactives show at the highest dose activity, negative = inhibition, usual class: inhibitors;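 further: potency means the concentration at half of the fitted maximal effect; 0% = uninhibited 1x PFK enzyme wells and -100% = no-enzyme wells; nearly all actives have a fitted effect of over 60% in size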
#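 Compounds were pin-transferred as a titration series up to 57 uM into substrate buffer (0.5 mM F6P, 0.1 mM ATP, pH 8.0), then 1.25 nM PFK was added and reactions ran 45 min before ADP-Glo detection.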
# TCR activator: T cell receptor activation | 330,000 tested, under 10 active | AID 504894 | primary human leukocytes, anti-CD3, IL-2 HTRF, 48 h | Potency, µM (top dose mostly 9.22 µM), inactives show at the top dose activation of IL-2 secretion, actives largely listed as activators; further: % of control where 0% means no effect
#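 TCR engagement came from a-CD3 beads alone, with compounds added to primary human leukocytes for 48 hr. Secreted IL-2 bridged europium cryptate- and d2-labelled anti-IL-2 antibodies, giving FRET emission at 665nm after 320nm excitation.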
# FBPA coupling cs: coupling enzyme interference in Giardia aldolase counter-screen; coupling enzyme system counterscreen, AmpLite Red fluorescence; 290,000 compounds, 0.67% hits; activity change, negative = inhibition, % at 58.2 µM, hits read low; in the data active means activity change below about -30%; further: on the % scale 0 is the no-effect control and ±100 the full control effect
#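 Final compound at 57.5 uM, incubated 10 min at RT with coupling enzyme reagent (glyceraldehyde-3-phosphate), then 20 min with substrate and AmpLite Red detection. Fluorescence read at 525/598 nm; tests interference with the coupling assay, not aldolase inhibition.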
# Giardia killer: Giardia lamblia killing; Giardia lamblia trophozoite viability; 340,000 compounds, 0.15% hits; activity change, % at 7.66 µM, hits read low; AID 540267; in the data active means activity change below about -80%; inconclusive means between about -30% and that limit;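 further: parasites exposed to compound for two days anaerobically before the ATP read; on the % scale 0 is the no-effect control and ±100 the full control effect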
#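 Anaerobic 48 hrs incubation at 37 deg C of 100 trophozoites/well with test compounds; ATPLite 1-Step luminescence, 15-30 min RT, reports cellular ATP as viability.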
# CXXC DNA block: inhibitors of human MLL CXXC domain-DNA interaction; MLL-CXXC / FITC-HOXA9 DNA fluorescence polarization; Potency, µM (doses to about 115 µM), without a hit: at the highest dose activity change, negative = inhibition, actives largely listed as inhibitors; 290,000 compounds, 0.037% hits; AID 2662; active means well fitted inhibition curve with a large enough effect in the polarisation, with a control signal flat, not every such curve was filed as active; inconclusive means small, poorly fitted or top-dose-only effect, or effect the other way, or a change in a side signal; inactive means no such curve, though single readings can be large or run the other way; the % refers to the polarisation; further: potency means the concentration at half of the fitted maximal effect
#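 Purified MLL-CXXC (added from a 7 uM solution) was preincubated 5 min at ambient with pinned compounds in 50 mM Tris-HCl pH 7.5, 50 mM NaCl, 1 mM DTT, 0.05% BSA. Fluorescein-labeled HOX-A9 DNA (50 nM solution) followed, 30 min, then polarization read.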
# KCNH2 WT inh: inhibitors of human wildtype KCNH2 potassium channel; 340,000 compounds, 0.37% hits; Q12809; activity change, % at 1.84 µM; U2OS, BacMam KCNH2, thallium flux FluxOr; active compounds read low; AID 720551;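 active means maximum activity change below -70%; inconclusive means maximum activity change between -70% and -50%; inactive means maximum activity change above -50%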; further: on the % scale 0 is the no-effect control and ±100 the full control effect
# Target sequence (Q12809 whole entry, looked up): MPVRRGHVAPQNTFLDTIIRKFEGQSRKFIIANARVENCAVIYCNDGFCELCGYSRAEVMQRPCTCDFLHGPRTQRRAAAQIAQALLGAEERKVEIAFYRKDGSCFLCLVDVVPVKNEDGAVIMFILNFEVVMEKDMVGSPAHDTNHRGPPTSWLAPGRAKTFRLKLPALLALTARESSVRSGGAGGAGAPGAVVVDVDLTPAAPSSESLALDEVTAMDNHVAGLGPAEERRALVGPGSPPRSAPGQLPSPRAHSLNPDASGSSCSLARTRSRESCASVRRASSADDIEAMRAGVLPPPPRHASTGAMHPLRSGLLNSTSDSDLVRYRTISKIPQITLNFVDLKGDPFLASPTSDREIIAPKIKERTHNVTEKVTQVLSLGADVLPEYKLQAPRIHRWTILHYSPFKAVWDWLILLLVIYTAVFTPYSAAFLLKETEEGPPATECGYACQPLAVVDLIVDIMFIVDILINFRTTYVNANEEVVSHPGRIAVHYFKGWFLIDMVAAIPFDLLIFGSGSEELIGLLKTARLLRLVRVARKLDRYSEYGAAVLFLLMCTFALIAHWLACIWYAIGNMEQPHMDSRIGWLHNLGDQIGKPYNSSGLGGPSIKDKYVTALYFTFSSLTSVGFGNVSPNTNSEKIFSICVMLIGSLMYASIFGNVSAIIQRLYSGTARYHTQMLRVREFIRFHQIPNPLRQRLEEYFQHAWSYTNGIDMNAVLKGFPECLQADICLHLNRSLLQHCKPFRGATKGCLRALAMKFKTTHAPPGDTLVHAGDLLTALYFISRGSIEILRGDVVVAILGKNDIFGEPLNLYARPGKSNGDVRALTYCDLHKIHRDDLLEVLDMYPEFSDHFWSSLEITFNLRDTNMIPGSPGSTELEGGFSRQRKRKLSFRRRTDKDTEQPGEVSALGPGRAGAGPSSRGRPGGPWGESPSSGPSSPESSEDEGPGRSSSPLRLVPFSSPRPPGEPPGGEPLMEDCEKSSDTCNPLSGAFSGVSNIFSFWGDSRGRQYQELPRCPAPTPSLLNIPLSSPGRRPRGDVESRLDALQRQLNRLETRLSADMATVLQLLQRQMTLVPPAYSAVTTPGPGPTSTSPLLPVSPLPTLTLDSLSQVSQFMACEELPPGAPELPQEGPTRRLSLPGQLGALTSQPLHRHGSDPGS
#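 U2OS cells were transduced with wild-type KCNH2 virus (2.03 x 10^8 / mL) for 4 h at room temperature, then cultured overnight at 37 C. Thallium flux was read with FluxOr dye. Rate constants were normalized to DMSO controls.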
# * marks the source's active call; other numbers are inactive results; ? = inconclusive; · = not tested or not shown; [ ] = remark or other dose. Unless noted, the call rests on the fitted dose curve; in most records, active means well fitted curve in the direction sought with a large enough effect; inconclusive means small, poorly fitted or top-dose-only effect, or another doubt; inactive means no such curve, though single readings can be large; an effect the other way counts as inactive or inconclusive. Random draw from the library; 1.6% or so of the library scored in one or more.
SMILES,TSHR antag,A-T KAP1 phos,Chronic BCR inh,GALK inhibitor,Tb PFK inh,TCR activator,FBPA coupling cs,Giardia killer,CXXC DNA block,KCNH2 WT inh
CC(=O)Nc1nc(-c2ccc3c(c2)CCO3)cs1,-8,0%,3%,0%,-1%,6%,1,14,-6%,6
COCC(=O)NCCc1nc(-c2ccccc2)cs1,-1,3%,?,0%,1%,-8%,3,1,1%,-8
CCOC(=O)c1c(N2C(=O)Nc3ccccc3N2O)sc2c1CCCCC2,-3,3%,3%,0%,4%,0%,17,4,10%,-12
CCN(CC1COc2ccccc2O1)C(=S)NC1CC2CCC1C2 (stereo not drawn),-4,4%,?,-2%,1%,1%,0,-15,-3%,-5
CCCCCC(C(=O)O)C(C)CC(=O)NC1CCCCC1 (stereo not drawn),14,1%,-2%,0%,3%,-1%,1,4,-1%,6
COC(=O)c1[nH]c2c(c1C)C(=O)CC(c1ccc(OC)cc1)C2 (stereo not drawn),-9,-7%,0%,4%,2%,-6%,0,?,4%,-5
Cc1cc(C)cc(NS(=O)(=O)c2ccc(Oc3ncc(C(F)(F)F)cc3Cl)cc2)c1,-5,-1%,?,-1%,-4%,-5%,-5,14,-3%,-7
Cc1cccc(NC(=O)C2CCCN2C(=O)OCc2ccccc2)c1 (stereo not drawn),-16,3%,-1%,·,5%,1%,·,4,·,3
CC(OC(=O)c1ccccc1NS(=O)(=O)c1cccc(N)c1)C(=O)N(C)Cc1ccccc1 (stereo not drawn),9,-4%,-9%,0%,-1%,0%,-3,-16,3%,1
COc1cc(/C=C2\SC(=N)N(c3ccc4c(c3)OCO4)C2=O)cc(OC)c1O,3,1%,2%,·,2%,15%,2,3,93%[activator],-13
CCN1CCN(c2ncnc3c2oc2nc(C(C)C)c4c(c23)CCC4)CC1,-3,2%,1%,-3%,-1%,·,-1,·,-9%,·
COc1ccc(-c2c[n+]3c(n2-c2ccccc2)SCC3)cc1OC,2,0%,0%,-2%,-1%,2%,1,-6,-6%,1
COc1ccc(CC(=O)N2CCN(c3ccc(C4=NNC(=O)CC4C)cc3)CC2)cc1 (stereo not drawn),24,0%,-11%,·,0%,-2%,4,18,-2%,-1
O=C(NCc1ccc2c(c1)OCO2)C1CC(=O)N(CCc2ccc(Cl)cc2)C1 (stereo not drawn),-5,0%,-1%,5%,-1%,-7%,·,13,25%,8
CCn1cc(/C=C/C(=O)NCc2c(C)nn(C)c2C)cn1,5,4%,5%,-1%,7%,·,-6,15,-5%,9
CC12CN3CC(C)(CN(C1)C31C(=O)N(Cc3ccccc3)c3ccccc31)C2=O (stereo not drawn),-3,-7%,3%,4%,3%,·,5,·,1%,·
O=C(Cn1nc(Cc2cccnc2)c2ccccc2c1=O)Nc1ccc2c(c1)OCO2,-4,-9%,?,1%,1%,-7%,2,-14,-4%,0
CSc1ccc(C2CC(=O)Nc3c2c(=O)n(C)c(=O)n3C)cc1 (stereo not drawn),10,-2%,-9%,·,-5%,3%,-1,-14,-1%,-6
CCOc1ccc(C(=O)N(Cc2ccc(OC)cc2)Cc2cc3cc(OC)ccc3[nH]c2=O)cc1,-2,3%,-21%,-5%,-6%,·,0,-14,16%,-9
C#CCN(N(C)c1ncc(C(F)(F)F)cc1Cl)S(=O)(=O)c1ccc2ccccc2c1,1,3%,10%,0%,1%,5%,-4,-6,-7%,1
CC(C)(C)NC(=O)c1nn(Cc2ccccc2)c(=O)c2ccccc12,13,2%,15%,0%,3%,-1%,4,0,-4%,-19
Cc1ccccc1C(=O)Nc1ccccc1C(=O)NCc1ccccc1,-23,5%,?,-2%,-1%,-6%,-4,8,5%,-12
O=C(COc1ccc(F)cc1)NNC(=O)c1cc2ccccc2oc1=O,2,19%,5%,2%,0%,-3%[46.1 µM],2,-19,16%,-2
CCOC(=O)Cc1nnc(NC(=O)CSc2nnc3c4ccccc4n(C)c3n2)s1,7,19%,4%,2%,-8%,5%,3,-12,29%,-3
COc1ccc(/C=N/NC(=O)Cc2ccc(Cl)cc2)cc1OC,2,3%,?,-1%,?,-17%,4,-4,-5%,-8
CCCCC1=C([O-])C2N=CC=CC2=[N+](c2ccccn2)C1=O (stereo not drawn),-3,10%,2%,1%,0%,-13%[46.1 µM],1,9,-1%,2
COc1ccc(C2=NCCNC(C(F)(F)F)=C2)cc1,-11,-2%,2%,-2%,0%,-1%,1,0,-6%,-21
CSc1ccccc1NC(=O)CN(C)CC(=O)Nc1ccccc1C(F)(F)F,-2,3%,-14%,-2%,3%,2%,4,11,-2%,3
CCc1nn2c(=O)cc(COC(=O)c3ccc(SC)cc3OC)nc2s1,-5,-3%,-2%,·,-22%,-3%,·,3,·,-3
CN(Cc1nccn1C)C(=O)CCc1nnc(CCC2CCCCC2)o1,-1,-1%,0%,0%,2%,-7%,0,-27,-32%,8
Cc1ccc(Nc2ccc(-n3ccnc3)nn2)cc1C,-1,2%,2%,·,-5%,6%,-1,-23,3%,19
COc1cccc(CNC(=O)CN2C(=O)CSc3ccc(S(=O)(=O)N4CCCCC4)cc32)c1,5,4%,16%,9%,0%,5%,4,20,7%,32
O=C(c1ncn(Cc2ccccc2)c1C(=O)N1CCc2ccccc2C1)N1CCc2ccccc2C1,23,-4%,9%,·,3%,-2%,·,0,·,-9
Cc1cc2ccccc2n2c(SCC(=O)Nc3ccc(S(=O)(=O)N4CCCCC4)cc3)nnc12,-9,2%,0%,·,-1%,-5%[46.1 µM],-2,-14,4%,-16
CCN(CC)C(=O)CN(c1cc(Cl)ccc1OC)S(C)(=O)=O,-2,0%,-5%,-3%,0%,3%[46.1 µM],0,-2,1%,9
CCN1/C(=C/C=C/c2oc3ccc4ccccc4c3[n+]2CC)Oc2ccc3ccccc3c21,0,3%,-26%,-1%,28%,-3%,-5,10,?,-44
Cc1ccccc1NCC(=O)N/N=C\c1ccc([N+](=O)[O-])s1,20,33%,-16%,-1%,?,2%,-3,-89*,10%,·
CCOc1ccc(-n2c(=S)sc3c(=O)n(-c4ccc(F)cc4)c(SCC(=O)O)nc32)cc1,-2,2%,-1%,·,-2%,6%,4,6,-1%,-239*
Cc1[nH]c(=O)[nH]c(=O)c1S(=O)(=O)N1CCCC(C(=O)NCc2ccccc2Cl)C1 (stereo not drawn),0,-4%,2%,·,0%,0%,4,-2,8%,48
CCOc1cc(C)c(C(C)C)cc1S(=O)(=O)n1cnc(C)c1,13,-6%,?,-4%,1%,0%,0,-11,3%,5

# Not a retest: an excerpt of the list.
SMILES,TSHR antag,A-T KAP1 phos,Chronic BCR inh,GALK inhibitor,Tb PFK inh,TCR activator,FBPA coupling cs,Giardia killer,CXXC DNA block,KCNH2 WT inh
CN(Cc1nccn1C)C(=O)CCc1nnc(CCC2CCCCC2)o1,-1,-1%,0%,0%,2%,-7%,0,-27,-32%,8
Cc1ccc(Nc2ccc(-n3ccnc3)nn2)cc1C,-1,2%,2%,·,-5%,6%,-1,-23,3%,19
COc1cccc(CNC(=O)CN2C(=O)CSc3ccc(S(=O)(=O)N4CCCCC4)cc32)c1,5,4%,16%,9%,0%,5%,4,20,7%,32

# (further entries)
SMILES,TSHR antag,A-T KAP1 phos,Chronic BCR inh,GALK inhibitor,Tb PFK inh,TCR activator,FBPA coupling cs,Giardia killer,CXXC DNA block,KCNH2 WT inh
OC(C#Cc1ccccn1)c1cccs1 (stereo not drawn),54,14µM*,?,-1%,-26%,-2%,-14,-21,9%,-23
COc1ccc(N2CCN(CCNC(=O)CCC(=O)NNc3nc4ccccc4c4nc(C)nn34)CC2)cc1,-15,9%,9%,1%,-4%,0%,·,-16,-4%,-1
Cc1ccc(OCCC(=O)OCC(=O)N2CCN(S(=O)(=O)c3ccc(C)cc3C)CC2)cc1,-15,2%,1%,·,9%,-2%,·,1,·,1
CSCCC(NC(=O)c1ccccc1)C(=O)N1CCN(C(c2ccccc2)c2ccccc2)CC1 (stereo not drawn),-4,1%,-2%,-2%,1%,1%,·,5,-1%,3
COc1ccc(C(=O)c2ccc(Br)cc2)c2ccccc12,-3,-3%,-10%,-2%,4%,9%,2,8,?,-3
N#Cc1ccc[n+](CC(=O)c2ccc(NC(=O)c3ccccc3)cc2)c1,-4,-2%,-1%,-5%,0%,5%,-2,7,31%[activator],-3
FC(F)Sc1ccc(N=C2NN=C(c3ccc4c(c3)OCCO4)CS2)cc1,-9,-6%,-2%,0%,0%,3%,0,9,1%,3
Cc1ccc(S(=O)(=O)NCc2nc(-c3ccccc3)no2)cc1,2,5%,5%,6%,0%,2%,·,2,5%,0
O=c1oc2c(CN3CCOCC3)c(O)ccc2c2ccccc12,4,14%,-5%,·,-1%,-4%,1,9,-6%,-16
C=CCOc1ccc(CN(C)CC(=O)N(CC(C)C)c2c(N)n(CC(C)C)c(=O)[nH]c2=O)cc1,10,-10%,-1%,0%,-1%,-185%,3,-20,5%,-7
